Screening data from PubChem BioAssay.
TLR9-MyD88 block: TLR9-MyD88 interaction inhibition. Q9NR96+Q99836. CHO BLA complementation TLR9-MyD88, CCF4 FRET ratio. inhibition, % at 4.98 µM. hit rate 0.21% among 340,000;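 active = inhibition above the mean over all tested compounds plus 3 SD, cut at about 21% in these data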;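 also: 0% = DMSO only wells and 100% = clavulanate BLA inhibitor control wells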
TWEAK Fn14 block: inhibitors of TWEAK-Fn14 interaction signaling; TWEAK-stimulated Fn14 reporter cells, luciferase luminescence, 8 h; inhibition, % at 10 µM; hit rate 2% among 360,000; in the data active = inhibition above about 50%
SRC1 inh: human NCOA1 inhibition. Q15788. inhibition, % at 3.6 µM. hit rate 0.12% among 360,000. HEK293 GAL4-SRC1 luciferase reporter, luminescence. AID 588354;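 active = inhibition above the campaign mean plus 3 SD, with each screening campaign given its own cutoff, cut at about 60% in these data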;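 also: 0% = DMSO treated cells and 100% = gossypol at 36 µM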
Target sequence (Q15788 whole entry, looked up, the tested form may be a part): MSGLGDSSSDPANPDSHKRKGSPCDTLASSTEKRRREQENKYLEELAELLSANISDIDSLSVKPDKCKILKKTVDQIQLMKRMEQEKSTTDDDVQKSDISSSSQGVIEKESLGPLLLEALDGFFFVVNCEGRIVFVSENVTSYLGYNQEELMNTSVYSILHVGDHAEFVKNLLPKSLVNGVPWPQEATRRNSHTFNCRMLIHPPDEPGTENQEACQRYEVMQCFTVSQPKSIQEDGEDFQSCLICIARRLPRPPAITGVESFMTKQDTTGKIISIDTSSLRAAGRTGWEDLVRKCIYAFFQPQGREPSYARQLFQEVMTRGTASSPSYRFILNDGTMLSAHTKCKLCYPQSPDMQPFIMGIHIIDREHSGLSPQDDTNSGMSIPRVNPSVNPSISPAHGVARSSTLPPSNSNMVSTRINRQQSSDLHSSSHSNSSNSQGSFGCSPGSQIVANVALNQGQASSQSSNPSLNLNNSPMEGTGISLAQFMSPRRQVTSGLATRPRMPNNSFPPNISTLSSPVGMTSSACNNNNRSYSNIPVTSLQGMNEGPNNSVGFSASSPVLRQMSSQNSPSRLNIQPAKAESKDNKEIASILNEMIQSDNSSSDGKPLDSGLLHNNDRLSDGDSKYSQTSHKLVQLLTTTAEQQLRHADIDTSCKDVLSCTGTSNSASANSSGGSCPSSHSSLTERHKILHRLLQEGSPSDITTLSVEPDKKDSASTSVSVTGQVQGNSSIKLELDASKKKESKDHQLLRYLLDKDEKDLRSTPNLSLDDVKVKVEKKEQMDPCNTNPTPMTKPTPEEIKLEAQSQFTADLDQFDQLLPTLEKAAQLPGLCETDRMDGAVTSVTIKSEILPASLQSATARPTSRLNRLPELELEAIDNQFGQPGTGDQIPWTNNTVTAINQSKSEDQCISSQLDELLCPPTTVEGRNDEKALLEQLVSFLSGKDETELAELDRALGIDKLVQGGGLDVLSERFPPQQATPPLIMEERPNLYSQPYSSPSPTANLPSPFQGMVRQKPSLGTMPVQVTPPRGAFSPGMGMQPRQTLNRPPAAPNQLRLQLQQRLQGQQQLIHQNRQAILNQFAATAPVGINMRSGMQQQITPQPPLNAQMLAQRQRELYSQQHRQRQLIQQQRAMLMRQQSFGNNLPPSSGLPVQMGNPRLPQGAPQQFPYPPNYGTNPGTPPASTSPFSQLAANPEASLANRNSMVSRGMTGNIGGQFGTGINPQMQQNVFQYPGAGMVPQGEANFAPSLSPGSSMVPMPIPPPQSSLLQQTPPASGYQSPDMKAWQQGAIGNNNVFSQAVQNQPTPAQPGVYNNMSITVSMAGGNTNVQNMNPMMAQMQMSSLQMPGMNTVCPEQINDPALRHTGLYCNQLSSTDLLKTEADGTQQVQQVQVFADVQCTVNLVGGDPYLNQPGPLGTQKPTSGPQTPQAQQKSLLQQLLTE
NR2F2 inh: inhibitors of human COUP-TFII (NR2F2). P24468. hit rate 0.7% among 370,000. HEK293T NGFI-A luciferase reporter, luminescence. inhibition, % at 8.6 µM;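 active = inhibition above a per-plate cutoff, mean inhibition of test wells between control levels plus 3 SD, cut at about 38% in these data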;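 also: cells cotransfected with COUP-TFII expression vector driving the NGFI-A reporter; 0% = median of COUP-TF2 test wells and 100% = reporter-only cells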
TRAIL sens C8: caspase-8 TRAIL sensitization. NB7+C8 cells + TRAIL, ATPlite viability luminescence. inhibition (viability loss, TRAIL sensitization), % at 10 µM. hit rate 1% among 360,000. AID 624354;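 active = compounds causing at least 50% loss of cell viability in the single-dose screen, relative to plate controls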
NOD2-RIPK2 inh: inhibitors of human NOD2-RIPK2 interaction | CHO BLA complementation NOD2-RIPK2, CCF4 ratio | O43353 | hit rate 0.38% among 360,000 | inhibition, % at 4.98 µM | AID 624267; in the data active = inhibition above about 21%;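 also: 0% = vehicle only and 100% = reference blocker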
SRC2 inh: inhibits human steroid receptor coactivator 2. Q15596. HEK293 GAL4-SRC2 luciferase reporter, luminescence. inhibition, % at 9 µM. hit rate 0.17% among 370,000. AID 651957;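 active = inhibition above the mean inhibition of all tested compounds plus 3 SD, set per campaign, cut at about 52% in these data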;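 also: 0% = DMSO treated cells and 100% = cells given Gossypol at 36 µM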
SRC3 inh: inhibitors of human steroid receptor coactivator 3 (SRC3); Q9Y6Q9; HEK293 GAL4-SRC3 luciferase reporter, luminescence; inhibition, % at 3.6 µM; hit rate 0.17% among 360,000; AID 588352;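 active = inhibition above a per-campaign cutoff, the mean of all compounds plus 3 SD, cut at about 60% in these data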;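 also: 0% = DMSO-treated cells and 100% = gossypol-treated cells at 36 µM; higher means less SRC3-driven luciferase light from the GAL4 reporter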
TROY signal inh: inhibitors of TROY-dependent NF-kB signaling; Q293 LMP1-TROYcd NF-kB luciferase reporter, 4 h; inhibition, % at 10 µM; hit rate 0.98% among 360,000;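 active = compounds whose plate-normalised and pattern-corrected inhibition of the luciferase reporter signal at the single screening dose is 50% or more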
LMP1 NFkB inh: Epstein-Barr LMP1 NF-kappaB reporter inhibition. LMP1-induced NF-kappaB luciferase reporter cells, luminescence. inhibition, % at 12.5 µM. AID 504558. hit rate 0.69% among 350,000; in the data active = inhibition above about 41%;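 also: 0% = neutral control wells and 100% = reference inhibitor control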
NR5A2 inv ag: suppresses constitutive activity of human LRH-1; O00482; hit rate 0.13% among 360,000; HEK293T StAR-luciferase reporter, LRH-1 transfected, 24 h; AID 602396; inhibition, % at 3.6 µM;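 active = inhibition above the mean inhibition of all tested compounds plus 3 SD, cut at about 73% in these data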;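 also: 0% = DMSO wells and 100% = reporter-only cells lacking LRH-1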
The depositor's hits bear a star; · = no result given.

Results follow in this order: TLR9-MyD88 block | TROY signal inh | TWEAK Fn14 block | NR2F2 inh | SRC3 inh | TRAIL sens C8 | SRC1 inh | NR5A2 inv ag | NOD2-RIPK2 inh | LMP1 NFkB inh | SRC2 inh
1	COc1ccc(NC(=O)c2cc(S(=O)(=O)Nc3ccc(OC)cc3)cs2)cc1
  -12 | -4 | 10 | 19 | 24 | -2 | -6 | -8 | -8 | 9 | 5
2	C=CCn1c(SCC(=O)c2cc(C)n(CC3CCCO3)c2C)nnc1-c1ccccc1 (stereo not drawn)
  -1 | 16 | 1 | 7 | -30 | 3 | 2 | 6 | -9 | -1 | -5
3	Cc1ccc(Cn2ncc(C)c2N)o1
  -2 | -32 | 5 | 6 | 4 | 0 | -7 | -1 | -19 | -5 | -5
4	CCOc1ccc(S(=O)(=O)Nc2cc(S(=O)(=O)N3CCOCC3)ccc2OC)cc1
  2 | -3 | 1 | -4 | 2 | -13 | -32 | 9 | 1 | -3 | -31
5	Cc1ccc(/C=C/C(=O)c2cc(Br)ccc2OC(=O)c2ccco2)cc1
  13 | -28 | -74 | -29 | -2 | -3 | -15 | 9 | 4 | 1 | -4
6	Cc1cc(Cn2nnnc2-c2ccncc2)cc(C)c1O
  -2 | -9 | 12 | -6 | -19 | -21 | -10 | 2 | -10 | 0 | -12
7	Cc1ccc(NC(=O)N2CCC(C(=O)NCc3ccc(F)cc3)CC2)cc1
  -3 | -7 | 8 | -3 | 25 | 2 | 6 | -6 | -11 | 3 | -2
8	CCCCCNC(=O)C(c1ccc(OC)cc1)n1c(=O)c(-c2cc3ccccc3[nH]2)nc2ccccc21 (stereo not drawn)
  · | · | · | 5 | · | -11 | · | 16 | 44* | · | 0
9	CC(C)[C@H](NC(=O)c1ccc(F)cc1)C(=O)OCC(=O)NC(=O)c1cccn1C
  -5 | -1 | -1 | 6 | 11 | -6 | -16 | -18 | -6 | -11 | 5
10	COc1cc(OC)cc(-c2nc3ccccc3s2)c1
  10 | -62 | -30 | -31 | -43 | 13 | -89 | -29 | 2 | -34 | -33
11	Cc1ccc(OCCNC(=O)CCNC(=O)c2ccc(Cl)cc2)cc1
  0 | 14 | 0 | 8 | 1 | -7 | -11 | 9 | -9 | 6 | -12
12	O=P(CO)(Cc1ccccc1)Cc1ccccc1
  -4 | -7 | -2 | -8 | 10 | -9 | -2 | -16 | 0 | 2 | -13
13	COc1cccc([C@@H]2CC=C(C(=O)O)[C@H](c3cccc(Cl)c3)N2S(=O)(=O)c2ccc(C)cc2)c1
  -8 | 17 | 26 | -1 | -5 | -5 | 1 | -6 | 9 | 3 | -6
14	COC(=O)c1ccc(NC(=S)NN2CCCCC2c2cccnc2)cc1 (stereo not drawn)
  -11 | 16 | -3 | 9 | -21 | -2 | 5 | 0 | -3 | 4 | 6
15	Cc1csc(N/N=C/c2c(F)cccc2Cl)n1
  8 | 4 | -3 | 3 | -61 | 3 | -74 | -21 | 14 | -18 | -34
16	CCOc1ccc2nc(NC(=S)N(C)C)sc2c1
  5 | -13 | -26 | -46 | -86 | 13 | -139 | -182 | -10 | 4 | -15
17	Nc1nc(CSCCO)nc(Nc2ccc(F)cc2)n1
  0 | 2 | 3 | -18 | -7 | -7 | -8 | -16 | 10 | -3 | -27
18	Cc1cccc(C)c1OCc1cc(C(=O)NCC2COCCO2)no1 (stereo not drawn)
  -17 | -10 | -14 | -23 | 1 | -12 | -19 | -4 | -4 | -2 | -7
19	C[N+](C)(C)CCOP(=O)(O)OP(=O)([O-])OC[C@H]1O[C@@H](n2ccc(N)nc2=O)[C@H](O)[C@@H]1O
  -3 | 1 | 14 | · | -10 | -8 | 0 | -6 | -10 | 4 | ·
20	CC12CN3CC(=O)N4CC5(C)CN(CC(C)(C4)C5=O)C(=O)CN(C1)CC(C)(C3)C2=O
  4 | 25 | 14 | -3 | 11 | -6 | -27 | 11 | 12 | 1 | 0
21	COc1ccc2nc(SC(C(=O)c3ccccc3)c3ccccc3)nc(C)c2c1 (stereo not drawn)
  3 | 2 | -7 | 10 | 16 | -13 | -2 | 18 | 2 | 3 | 6
22	Cn1c(NC(=O)c2ccccc2)nc2ccccc21
  -2 | -9 | 15 | -42 | -97 | 49* | -83 | -86 | -10 | -20 | -26
23	COc1ccc(CCC(=O)OCC(=O)c2ccc[nH]2)cc1OC
  -5 | 4 | 7 | -5 | 1 | -9 | -7 | -42 | 9 | 1 | -3
24	Clc1ccc(CN2CCC(Cc3ccccc3)CC2)cc1
  -7 | -12 | -8 | -4 | -8 | 20 | -11 | 11 | -11 | -3 | 8
25	Clc1ccc(SCCN2CCNCC2)cc1
  -1 | -3 | -4 | 13 | 4 | 8 | -5 | -29 | -7 | 7 | -16
26	COc1ccccc1C(=O)NNC(=O)C12CC3CC(CC(C3)C1)C2
  0 | -4 | -12 | 5 | -7 | 9 | -2 | 2 | -10 | -8 | -15
27	CC1CCN(c2ccc(NC(=O)c3ccccc3[N+](=O)[O-])cc2)CC1
  · | -45 | -21 | -12 | -17 | 7 | -61 | -1 | -2 | -19 | 5
28	COC(=O)c1ccc(C)c(NC(=O)CCNC(=O)c2ccc([N+](=O)[O-])cc2)c1
  -6 | 23 | -7 | -5 | 9 | 3 | -15 | -7 | -3 | -4 | 14
29	COC(=O)c1cccc(NC(=O)CN(c2ccc3c(c2)OCO3)S(C)(=O)=O)c1C
  -1 | -2 | 5 | 11 | -35 | -7 | 0 | 0 | -4 | -20 | 2
30	CCCCCNC(=O)c1nc(-c2c(F)cccc2F)oc1-c1ccccc1
  · | · | · | -5 | · | 8 | · | 1 | -14 | · | -17
31	COc1ccc(NC(=O)COC(=O)c2cc3c(s2)CCC3)cc1
  -10 | -4 | -1 | · | 1 | -2 | -2 | 43 | -10 | -6 | ·
32	CCCCOC(=O)c1ccc(NC(=O)c2ocnc2C)cc1
  2 | -22 | -11 | · | -41 | -4 | -16 | -31 | -6 | -3 | ·
33	O=C(Nc1ccc2oc(-c3ccncc3)nc2c1)c1cccs1
  -10 | -28 | -13 | -11 | -18 | 4 | -37 | -66 | 5 | 4 | -26
34	CCN(CC)C(=O)c1sc2nc(-c3cccs3)cc(-c3cccs3)c2c1N
  -10 | 13 | 22 | 4 | -8 | -15 | -9 | 16 | -7 | -7 | -4
35	O=S(=O)(Nc1ccc(F)cc1)N1CCCCCC1
  5 | -4 | -1 | 15 | -17 | -3 | 3 | -1 | -9 | 6 | -1
36	CCc1ccc(OCC2c3cc(OC)c(OC)cc3CCN2C(C)=O)cc1 (stereo not drawn)
  -3 | -3 | -29 | · | 5 | 1 | -22 | -1 | -9 | -1 | ·
37	COc1ccccc1N1CCN(C(=O)c2oc3ccccc3c2C)CC1
  7 | 11 | 31 | -4 | 12 | 6 | -20 | 7 | 1 | 0 | -7
38	Cc1c(CC(=O)O)c(=O)oc2c(C)c3occ(-c4ccccc4)c3cc12
  -5 | 3 | -6 | 6 | 4 | -16 | -6 | -4 | 4 | -5 | -46
39	CCOC(=O)N1CCN(C(=O)c2ccc3c(c2)NC(=O)/C(=C\c2ccc(OC)c(OC)c2)S3)CC1
  -7 | 44 | 7 | 7 | -6 | -3 | 13 | -15 | -5 | 20 | 12
40	CC(C)CN(C1CCS(=O)(=O)C1)S(=O)(=O)c1ccc2ccccc2c1 (stereo not drawn)
  5 | 12 | -1 | 11 | -6 | 29 | -15 | -8 | -1 | 1 | -14
41	COC(=O)[C@]1(CC(C)C)N[C@H](c2ccc(-c3ccc(OC)cc3)cc2)[C@@H]2C(=O)N(C)C(=O)[C@@H]21
  5 | -8 | 10 | 4 | 22 | 6 | 0 | 23 | -5 | 6 | 9
42	COc1ccccc1CNC(=O)CCCn1c(=O)c2ccccc2n(CC(=O)NC2CCCC2)c1=O
  0 | 1 | 0 | -6 | 12 | -12 | -6 | -7 | 3 | 0 | 12
43	CCOc1ccc(OCCC(=O)Nc2cccc(S(=O)(=O)N3CCCC3)c2)cc1
  1 | -3 | -2 | 33 | -11 | -13 | -11 | 13 | 11 | 8 | 6
44	CCOc1ccc(/C(CC)=N/NC(=O)C2(C)CC2(Br)Br)cc1 (stereo not drawn)
  8 | -23 | 3 | 3 | -11 | 4 | -23 | 1 | -1 | -3 | -30
45	Cc1nc(NC(=O)COc2ccccc2)sc1C(=O)Nc1cccc(Cl)c1
  0 | 9 | -29 | 6 | 0 | 13 | -27 | -7 | -2 | -15 | -31
46	CCOC(=O)C(Sc1ncn[nH]1)c1ccccc1 (stereo not drawn)
  1 | 0 | -2 | 6 | -12 | -23 | 11 | 11 | -8 | -2 | 1
47	COc1ccc(CCNC(=O)CCS(=O)(=O)c2ccc(C)cc2)cc1OC
  2 | -2 | -10 | -1 | 8 | 6 | 15 | 10 | -6 | -11 | 1
48	O=C(c1cc(-c2ccc(Br)cc2)on1)N1CCOCC1
  5 | -2 | 55* | -32 | -64 | 38 | -65 | -141 | -3 | 2 | -48
49	CC1CCC(NC(=O)COC(=O)CNC(=O)c2ccc3ccccc3c2)CC1 (stereo not drawn)
  -2 | -7 | -2 | 4 | 5 | 9 | -6 | -10 | 2 | 23 | 5
50	Cc1cc(C)c2c(c1)C1(OCCO1)C(=O)N2
  10 | 4 | -1 | 16 | -6 | 10 | 14 | 15 | 0 | 18 | -8
51	C#CCOCCOCCOCCNc1nc(N2CCN(C(=O)Cn3cc(CCO)nn3)CC2)nc(N2CCN(C(=O)Cn3cc(CCCCN)nn3)CC2)n1
  -9 | 3 | -13 | -14 | -10 | -2 | -14 | -13 | -9 | -29 | -15
52	O=C(NCCc1c[nH]c2ccccc12)C(=O)NCC1OCCN1S(=O)(=O)c1ccccc1 (stereo not drawn)
  3 | -3 | -12 | -44 | 8 | -2 | -16 | 21 | -7 | -1 | -6
53	CCOc1cc(NC(=S)NCC2CCCO2)c(OCC)cc1NC(=O)CC (stereo not drawn)
  -8 | -5 | 6 | 4 | -16 | -3 | -23 | 4 | -6 | 1 | 4
54	COCCN(C(=O)c1csnn1)C(C(=O)NC1CCCCC1)c1ccccc1F (stereo not drawn)
  -10 | 7 | 3 | 3 | -20 | -12 | 12 | -16 | -2 | 3 | 4
55	Cc1ccc(C(=O)c2c(NC(=O)c3ccccc3)sc(C)c2C)cc1
  -10 | -11 | 8 | -5 | -11 | -5 | 3 | -1 | -5 | -9 | 11
56	CC1(C(=O)NS(=O)(=O)Cc2cccc(Cl)c2)CCN1C(=O)CCc1ccccc1 (stereo not drawn)
  · | 6 | -10 | 2 | -14 | -1 | -12 | 3 | -8 | · | -36
57	COc1ccc(C2CC(c3ccccc3Cl)=NN2c2ccc(S(N)(=O)=O)cc2)cc1 (stereo not drawn)
  -71 | 10 | 26 | -2 | -12 | 13 | 3 | 10 | -28 | 1 | 5
58	COc1ccc(/C=N/NS(=O)(=O)c2ccc(NC(C)=O)cc2)cc1
  9 | 16 | -4 | -3 | 6 | -9 | 7 | 11 | -9 | -13 | -25
59	NS(=O)(=O)c1ccc(NC(=O)Cc2cccs2)cc1
  -11 | 10 | 2 | -12 | -2 | -1 | -12 | 7 | -11 | -1 | -12

Not all compounds are listed. The share of hits here may be higher or lower than overall.
